# AID inh – Primary qHTS assay for inhibitors of Activation Induced Cytidine Deaminase (AID): AID signal; Single-stranded DNA cytosine deaminase (Homo sapiens), Q9GZX7; AID deamination FRET fluorescence, UDG-coupled, 4 h; Potency, µM (doses to about 115 µM), inactives show at the top dose activity change, negative = inhibition, most hits filed as inhibitors; actives 0.32% (n = 91,000); also: nearly all actives have a fitted effect of over 25% in size
# Target sequence (Q9GZX7 whole entry, looked up): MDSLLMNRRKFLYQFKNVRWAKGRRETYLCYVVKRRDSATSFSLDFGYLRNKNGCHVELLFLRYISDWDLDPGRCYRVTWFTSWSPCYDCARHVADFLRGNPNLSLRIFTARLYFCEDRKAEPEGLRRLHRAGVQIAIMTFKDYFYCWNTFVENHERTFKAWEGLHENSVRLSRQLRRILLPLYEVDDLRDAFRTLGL
# UDG counterscr – Primary qHTS assay for inhibitors of Activation Induced Cytidine Deaminase (AID): UDG Counterscreen signal; FRET deamination/UDG coupled assay, UDG read, 4 h; actives 0.14% (n = 91,000); Potency, µM (doses to about 115 µM), inactives show at the highest dose activity change, negative = inhibition, actives largely listed as inhibitors; Uracil-DNA glycosylase; also: nearly all actives have a fitted effect of over 65% in size
# Starred values were filed as active, the others as inactive; ? = inconclusive; & = joins results of further samples; [ ] = dose if it differs, or a comment. Calls follow the shape of the dose curve; as a rule, active = well fitted curve in the direction sought with a large enough effect; inconclusive = small, poorly fitted or top-dose-only effect, or another doubt; inactive = no such curve, though single readings can be large; an effect the other way counts as inactive or inconclusive. % is scaled to controls: 0 for no effect and ±100 for the full control effect; potency is read from the fitted curve at half-maximal effect. A portion of the library (hit frequency here may not be typical).
(1) O=C(OCC(=O)c1c[nH]c2ccccc12)c1ccccc1C(=O)c1ccc(Cl)c([N+](=O)[O-])c1
(2) CC1(CBr)C2CCC1(CBr)c1nc3cc(Cl)c(Cl)cc3nc12 (stereo not given)
(3) N#CC1(NC(=O)CSc2ncccn2)CCCC1
(4) CNC(=O)/C(C#N)=C/c1cn(CC(=O)NCc2ccco2)c2ccccc12
(5) COc1cccc(/C=C/c2nc(C#N)c(N3CCCCC3)o2)c1
(6) CC(C)CN(CCNC(=O)c1cc(=O)[nH]c2ccc(S(=O)(=O)N3CCCCCC3)cc12)CC(C)C
screen / no. | 1 | 2 | 3 | 4 | 5 | 6
AID inh | 21% | ? | 5% | -2% | ? | 8%
UDG counterscr | 3% | 0% | 7% | 10% | -14%[57.5 µM] | -2%

(7) COc1ccc(-n2ncc(C(=O)Nc3ccc4c(c3)OCCO4)c2C2CCN(C(=O)OC(C)(C)C)CC2)cc1
(8) O=S(=O)(NCC1(c2ccccc2)CC1)c1cc(F)ccc1F
(9) CSc1nc(-c2ccc(F)cc2)nc2c1Cc1c(CO)cnc(C)c1O2
(10) Cc1ccccc1CN1C(=O)c2ccccc2Sc2ccc(C(=O)NCc3ccccc3)cc21
(11) COc1cccc(CNCc2c(C(=O)O)n(Cc3ccc(C)cc3)c3cc(C)ccc23)c1OC
(12) CCOC(=O)c1cc(S(=O)(=O)N2CCN(c3ccc(OC)cc3)CC2)[nH]n1
screen / no. | 7 | 8 | 9 | 10 | 11 | 12
AID inh | 7% | -2% | -7% | -2% | -5% | 6%
UDG counterscr | 11% | 0% | -2% | -7%[57.5 µM] | -6% | 6%

(13) Cc1cc2c(cc1S(=O)(=O)N(CCN(C)C)Cc1ccccc1)OCC(=O)N2
(14) CN(C)Cc1ccc(CNC(=O)c2nccnc2N)cc1
(15) CC(=O)Nc1ccc2nc(-c3ccccc3C)oc2c1
(16) Cc1cccc(-c2nn3c(=O)cc(CN4CCN(S(=O)(=O)c5ccc(Cl)cc5)CC4)nc3s2)c1
(17) CN1CCC2(CCN3CCc4c(oc5ccccc45)C3C2)N(C)C1=O (stereo not given)
(18) CCn1c(SCC(=O)c2ccc(Br)s2)nnc1-c1ccccc1
screen / no. | 13 | 14 | 15 | 16 | 17 | 18
AID inh | 4% | 2% | 8% | 10% | 24% | -9%
UDG counterscr | ? | 0% | -20% | -1% | 0% | 4%

# A draw from above in order of SMILES length, rising:
(18) CCn1c(SCC(=O)c2ccc(Br)s2)nnc1-c1ccccc1
(17) CN1CCC2(CCN3CCc4c(oc5ccccc45)C3C2)N(C)C1=O (stereo not given)
(13) Cc1cc2c(cc1S(=O)(=O)N(CCN(C)C)Cc1ccccc1)OCC(=O)N2
(11) COc1cccc(CNCc2c(C(=O)O)n(Cc3ccc(C)cc3)c3cc(C)ccc23)c1OC
(16) Cc1cccc(-c2nn3c(=O)cc(CN4CCN(S(=O)(=O)c5ccc(Cl)cc5)CC4)nc3s2)c1
screen / no. | 18 | 17 | 13 | 11 | 16
AID inh | -9% | 24% | 4% | -5% | 10%
UDG counterscr | 4% | 0% | ? | -6% | -1%

# (more compounds)
(19) Cc1cccc(NC(=O)c2cc3c(=O)n4ccccc4nc3n2C)c1C
(20) COc1cccc(SC(C)C(=O)c2ccc3c(c2)NC(=O)CO3)c1 (stereo not given)
(21) CCc1ccc(S(=O)(=O)c2cn(CC(=O)Nc3ccc(C)cc3)c3ccccc3c2=O)cc1
(22) CCC(C)C(NC(=O)NCc1ccc(C)cc1)C(=O)O (stereo not given)
(23) Cc1ccccc1NC(=O)c1c(C)oc2ccc(O)c(CN(C)Cc3ccccc3)c12
(24) CC(OC(=O)CC1Oc2ccccc2NC1=O)C(=O)NC1CCCCC1 (stereo not given)
screen / no. | 19 | 20 | 21 | 22 | 23 | 24
AID inh | 7% | -14% | 9% | 3% | 17% | -4%
UDG counterscr | -3% | -1% | -1% | -2% | 7% | -2%

(25) Cc1cc(C)c(NC(=O)CSc2nc3ccncc3[nH]2)c(C)c1
(26) CC1CCCCN1S(=O)(=O)c1ccc2nc(N3CCCCCC3)ccc2c1 (stereo not given)
(27) O=C(NCC12CC3CC(CC(C3)C1)C2)C1CCCCC1
(28) Cc1cc(C)c2c(NC(=O)c3ccccc3Cl)c(C(=O)Nc3ccc(C)c(C)c3)sc2n1
(29) Cc1cc2c(cc3c(SCC(=O)Nc4ccc(Cl)cc4F)nncn32)o1
(30) O=C(Nc1ccccc1-c1ccccc1)c1ccccc1Cl
screen / no. | 25 | 26 | 27 | 28 | 29 | 30
AID inh | 3% | -12% | 12% | 2% | -10% | -9%
UDG counterscr | -1% | -11% | 10% | 4% | 21% | -14%

# Shown with values under each structure: six of the compounds above
# Each structure is followed by: AID inh	UDG counterscr
[25] Cc1cc(C)c(NC(=O)CSc2nc3ccncc3[nH]2)c(C)c1
→ 3%	-1%
[26] CC1CCCCN1S(=O)(=O)c1ccc2nc(N3CCCCCC3)ccc2c1 (stereo not given)
→ -12%	-11%
[27] O=C(NCC12CC3CC(CC(C3)C1)C2)C1CCCCC1
→ 12%	10%
[28] Cc1cc(C)c2c(NC(=O)c3ccccc3Cl)c(C(=O)Nc3ccc(C)c(C)c3)sc2n1
→ 2%	4%
[29] Cc1cc2c(cc3c(SCC(=O)Nc4ccc(Cl)cc4F)nncn32)o1
→ -10%	21%
[30] O=C(Nc1ccccc1-c1ccccc1)c1ccccc1Cl
→ -9%	-14%

# Next results.
(31) Cc1oc(C23CC4CC(CC(C4)C2)C3)cc1C(=O)NC1CCOC1=O (stereo not given)
(32) CC(C)C(=O)Nc1ccc(Cl)cc1F
(33) CC(=O)c1cc(-c2ccccc2)n(CCC(=O)Nc2nc3c(C)cccc3s2)c1C
(34) Cc1ccc(NC(=O)CS(=O)(=O)c2nc(-c3ccc(C)cc3)cn2-c2ccc(C)cc2)cc1
(35) O=C(O)CCc1ncc(-c2ccccc2F)o1
(36) CCCCSCCCNC(=O)C1CCN(Cc2nc(-c3cccc(Br)c3)oc2C)CC1
screen / no. | 31 | 32 | 33 | 34 | 35 | 36
AID inh | -17% | 1% | 6% | ? | 0% | 3%
UDG counterscr | -15% | -2% | 13% | -23% | 6% | ?

(37) CCOc1cc2c(cc1OCC)C(CC(=O)O)N(C(=O)Nc1ccc(Br)c(C)c1)CC2 (stereo not given)
(38) Cc1ccc(Cc2ccc(C(=O)O)o2)cc1
(39) COc1ccc(Cl)cc1N1CC(c2nc3ccccc3n2C)CC1=O (stereo not given)
(40) Cc1ccc2nc(C)cc(C(=O)OC(C)C(=O)Nc3cc(C)on3)c2c1 (stereo not given)
(41) Cc1cc(C)c(NC(=O)CSc2ccc(-c3sc(-c4ccccc4)nc3C)nn2)c(C)c1
(42) CCn1cc(C(=O)OCC(=O)Nc2cccc(C(C)=O)c2)c(=O)c2ccc(C)nc21
screen / no. | 37 | 38 | 39 | 40 | 41 | 42
AID inh | -4% | 4% | 8% | -7% | 2% | 45µM*
UDG counterscr | -3% | -4% | 10% | -3% | 8% | -34%

(43) CC(C)(C)CC(=O)N1CCN(C2CCCCC2)CC1
(44) COc1ccc(NC(=O)CN2C(=O)C(c3ccc(C)cc3)=NC23CCCCCC3)cc1Cl
(45) O=c1[nH]c(C2CCCN(S(=O)(=O)c3ccccc3Cl)C2)nc2c1nnn2Cc1ccc(OC(F)(F)F)cc1 (stereo not given)
(46) CCCNC(=O)CNC(=O)c1cc(=O)[nH]c2ccccc12
(47) CCOC(=O)c1c(S(=O)(=O)NCC(=O)Nc2cccc(CC)c2)c(C)n(C)c1C
(48) CCn1nc(-c2ccccc2)c(-c2ccccc2)c(C(=O)OCCOC)c1=O
screen / no. | 43 | 44 | 45 | 46 | 47 | 48
AID inh | 3% | -3% | ? | -9% | 9% | 4%
UDG counterscr | -7% | -6% | -12% | 1% | 18% | -6%[57.5 µM]

(49) CCc1ccc(NC(=O)CN2C(=O)CCSc3ccc(S(=O)(=O)N4CCCC4)cc32)cc1
(50) Cc1ccccc1-c1nnc(CN2CCN(c3cc(Cl)ccc3C)CC2)o1
(51) Cc1nc(S(=O)(=O)N2CCC(C)CC2)c(C#N)c(C)c1Cl
(52) Cc1ccc(CN2CCCC2)cc1
(53) CC(C)(C)c1ccc(NC(=O)C2CCCN(c3cnccn3)C2)cc1 (stereo not given)
(54) CC(C)CCOc1ccc(Cn2c(=O)sc3ccccc32)cc1
screen / no. | 49 | 50 | 51 | 52 | 53 | 54
AID inh | 2% | -18% | -10% | 1% | -28% | 0%
UDG counterscr | 0% | -13% | 4% | 4% | -5% | 7%

(55) COC(=O)c1cc(NC(=O)c2ccc(OC(F)F)cc2)c(F)cc1F
(56) c1ccc2c3c(ccc2c1)-c1cccc2cccc(c12)O3
(57) CCC(CC)C(=O)Nc1ccc(OC)c2ncccc12
(58) N#C/C(=C/c1ccc(OC(F)F)cc1)C(=O)c1c[nH]c2cc(F)ccc12
(59) NNc1nncc2ccccc12
(60) Cc1ccc(NC(=O)Nc2nnc(SCC(=O)N3CCCCC3)s2)cc1
screen / no. | 55 | 56 | 57 | 58 | 59 | 60
AID inh | 4% | 57%[activator] | 6% | -9% | 45µM* | -3%
UDG counterscr | 1% | -5% | 9% | 6% | 35µM* | -14%

(61) COc1ccc(CNC(=O)c2cc3c(-c4ccccc4F)nn(C)c3s2)c(OC)c1
(62) COc1cc(/C=C(/C#N)c2nc3ccccc3[nH]2)ccc1OCCC(C)C
(63) Cc1cc(=O)oc2c(C)c(OCC(=O)NCc3ccc(S(N)(=O)=O)cc3)ccc12
(64) COC(=O)c1cc(/C=C(/C#N)c2nc3ccccc3[nH]2)oc1C
(65) CC(=O)C1C(=O)CC(C)(O)C(C(C)=O)C1c1ccc(O)cc1 (stereo not given)
(66) CCOC(=O)C1CCC(CN(Cc2ccc(OC)cc2)S(=O)(=O)c2ccc(F)c(C(=O)Nc3cc(Cl)ccc3OC)c2)CC1 (stereo not given)
screen / no. | 61 | 62 | 63 | 64 | 65 | 66
AID inh | ? | 10% | -16% | 7% | -1% | 0%
UDG counterscr | -14% | 5% | 16% | 2% | -4% | 22%

(67) CCn1nc(C(=O)OCC(=O)N(C)Cc2ccco2)c2ccccc2c1=O
(68) O=C(NNC(=O)C1CCCCC1)c1ccc(Cl)cc1
(69) Cc1oc(-c2cccs2)nc1CC(=O)N1CCOCC1
(70) COc1ccc(C2Nc3ccccc3-c3cc(C)nn32)cc1OC (stereo not given)
(71) COc1ccc(OC)c(NC(=O)Cc2c(C)c3ccc(OC)c(C)c3oc2=O)c1
(72) COc1ccc(CNC(=O)c2cccn2-c2nnc(N3CCCCC3)s2)c(OC)c1
screen / no. | 67 | 68 | 69 | 70 | 71 | 72
AID inh | -1% | 6% | 5% | -15% | -3% | ?
UDG counterscr | -3% | 7% | 4% | -5% | 3% | 10%

(73) Cc1nc(CSc2nccc(C(F)(F)F)n2)cs1
(74) CC(NC(=O)C1CCCCC1)c1ccc(C(F)(F)F)cc1 (stereo not given)
(75) COc1cccc(/C=C(/C#N)c2ccccn2)c1OC(F)F
(76) COC(=O)c1cc(OC(=O)/C=C/c2ccc3ccccc3n2)cc(C(=O)OC)c1
(77) CCCCCCCCCCCCS(=O)CCC(=O)O (stereo not given)
(78) COC(=O)CN1C(=O)CSc2ccc(S(=O)(=O)Nc3cc(C)ccc3C)cc21
screen / no. | 73 | 74 | 75 | 76 | 77 | 78
AID inh | -6% | 1% | 9% | -1% | -17% | 0%&8%
UDG counterscr | 1% | -1% | -4% | -2% | -12% | 6%

(79) CCOC(=O)C1CCCN(C(=O)Cn2ncn3c(cc4sc(CC)cc43)c2=O)C1 (stereo not given)
(80) COc1cccc(CNC(=O)c2ccc(C)cc2)c1
(81) CC(=O)Nc1ccc(C(=O)CSc2ccccc2Cl)cc1
(82) COc1cccc(Nc2sc(C(=O)c3ccc(Cl)cc3)c(N)c2C(=O)NCc2ccc(C)cc2)c1
(83) Cc1nc(-c2ccccc2)sc1-c1ccc(SCC(=O)NCc2ccc(F)cc2)nn1
(84) Cc1ccc(C2=CC(c3ccc(Cl)cc3)n3nc(-c4ccc(C)cc4)nc3N2)cc1 (stereo not given)
screen / no. | 79 | 80 | 81 | 82 | 83 | 84
AID inh | -19% | -2% | 5% | 46%[activator] | -27% | 107%[activator]
UDG counterscr | -3% | 4% | -3% | -13% | ? | -23%

# As entered above:
# Cc1cc2c(cc1S(=O)(=O)N(CCN(C)C)Cc1ccccc1)OCC(=O)N2 in AID inh → 4%
# CCn1nc(-c2ccccc2)c(-c2ccccc2)c(C(=O)OCCOC)c1=O in UDG counterscr → -6%[57.5 µM]
# CCC(C)C(NC(=O)NCc1ccc(C)cc1)C(=O)O (stereo not given) in UDG counterscr → -2%

# (more compounds)
(85) N#Cc1ccc(CSc2ccc3c(c2)OCCO3)cc1
(86) Cc1ccc(-c2cc(C(=O)NCC(c3ccccc3)N(C)C)c3ccccc3n2)o1 (stereo not given)
(87) O=C(O)CNC(=O)C12CC3CC(CC(C3)C1)C2
(88) O=C(c1ccc2c(c1)OCCO2)C1CCN(C(=O)c2ccccc2)CC1
(89) Cc1cc(C=O)cc(C)c1O
(90) O=C(NCc1ccccc1Cl)c1ccc2c(c1)ncn2-c1cccc(F)c1
(91) CCOC(=O)CSC(C(=O)NC(N)=O)C(C)C (stereo not given)
(92) Nc1ccc(C(=O)OC2CCCCC2)cc1
screen / no. | 85 | 86 | 87 | 88 | 89 | 90 | 91 | 92
AID inh | -11% | -4% | -3% | 0% | 4% | ? | -14% | 0%
UDG counterscr | -8% | -1% | -3% | -5% | -5% | -2% | -8% | 1%
